TEAD-YAP inh = TEAD-YAP interaction inhibition. 640,000 compounds, 1.4% hits. inhibition, % at 9.12 µM. HEK-TIYL cells, TEAD-Gal4/YAP UAS-luciferase luminescence. AID 1259422; in the data active means inhibition above about 32%;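 further: 0% = median of test compound wells and 100% = reference inhibitor wells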
MITF inh = inhibitors of human MITF; inhibition, % at 2.6 µM; AlphaScreen MITF homodimerization, bead proximity signal; O75030; 650,000 compounds, 0.91% hits; in the data active means inhibition above about 50%;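 further: 0% = vehicle wells with protein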
Target sequence (O75030 whole entry, looked up): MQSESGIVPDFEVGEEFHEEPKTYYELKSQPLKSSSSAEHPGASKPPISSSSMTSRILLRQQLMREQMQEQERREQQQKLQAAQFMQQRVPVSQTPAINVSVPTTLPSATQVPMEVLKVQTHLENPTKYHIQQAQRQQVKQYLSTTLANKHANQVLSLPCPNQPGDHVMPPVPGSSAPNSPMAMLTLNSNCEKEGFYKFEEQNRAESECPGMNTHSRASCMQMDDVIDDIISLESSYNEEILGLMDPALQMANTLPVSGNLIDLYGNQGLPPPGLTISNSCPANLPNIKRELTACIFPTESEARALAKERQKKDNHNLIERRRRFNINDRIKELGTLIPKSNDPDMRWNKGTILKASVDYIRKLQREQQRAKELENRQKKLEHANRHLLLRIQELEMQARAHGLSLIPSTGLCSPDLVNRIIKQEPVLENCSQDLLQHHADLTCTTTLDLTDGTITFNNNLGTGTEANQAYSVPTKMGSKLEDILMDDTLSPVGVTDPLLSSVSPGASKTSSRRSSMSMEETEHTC
FBW7 act = activators of human E3 ligase FBW7 | AlphaScreen FBW7–phospho-cyclin E peptide binding, activator screen | normalized activity (activation), % at 26.1 µM | 650,000 compounds, 0.13% hits | Q969H0; in the data active means normalized activity above about 1.9%;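 further: purified mutant Fbw7 with reduced substrate affinity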
GPR151 ag = activates the human receptor GPR151; activation, % at 11.2 µM; PathHunter beta-arrestin GPR151 cells, luminescence; AID 1508602; 650,000 compounds, 1% hits; in the data active means activation above about 4.9%;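 further: 0% = median of compound wells and 100% = cells with positive control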
Numbers without * were called inactive.

The first 7 entries (preview)
SMILES	TEAD-YAP inh	MITF inh	FBW7 act	GPR151 ag
COc1ccc(-c2nnc(-c3ccc(N(C)C)cc3)o2)cc1	7	1	0.4	0.2
O=C(NC(=S)N1CCCCC1CO)C12CC3CC(CC(C3)C1)C2 (stereo not given)	-3	-20	0.1	1.5
Cc1ccc(C(=O)NCCc2nnc3n2CCN(Cc2ccccc2)CC3)c(C)c1	16	22	0.7	0.1
Cc1ccc(C)c(C(=O)CCC(=O)NNC(=O)CC23CC4CC(CC(C4)C2)C3)c1	6	-8	-0.1	-0.1
CCCN(CCC)S(=O)(=O)c1ccc(C(=O)OCC(=O)c2ccccc2)cc1	7	-3	0.0	0.1
CSCCC(=O)N(C)C(Cc1ccc(F)cc1)C1CCN(CCC(C)O)CC1 (stereo not given)	2	11	-0.1	-1.0
O=C(Nc1cccnc1)c1cccc(I)c1	7	-6	0.4	-0.6

Main list, from the first entry:
SMILES	TEAD-YAP inh	MITF inh	FBW7 act	GPR151 ag
COc1ccc(-c2nnc(-c3ccc(N(C)C)cc3)o2)cc1	7	1	0.4	0.2
O=C(NC(=S)N1CCCCC1CO)C12CC3CC(CC(C3)C1)C2 (stereo not given)	-3	-20	0.1	1.5
Cc1ccc(C(=O)NCCc2nnc3n2CCN(Cc2ccccc2)CC3)c(C)c1	16	22	0.7	0.1
Cc1ccc(C)c(C(=O)CCC(=O)NNC(=O)CC23CC4CC(CC(C4)C2)C3)c1	6	-8	-0.1	-0.1
CCCN(CCC)S(=O)(=O)c1ccc(C(=O)OCC(=O)c2ccccc2)cc1	7	-3	0.0	0.1
CSCCC(=O)N(C)C(Cc1ccc(F)cc1)C1CCN(CCC(C)O)CC1 (stereo not given)	2	11	-0.1	-1.0
O=C(Nc1cccnc1)c1cccc(I)c1	7	-6	0.4	-0.6
CNC(=S)Nc1sc2c(c1C(=O)OC)CCC2	-6	-17	-0.2	-0.8
Cc1cc2cc3c(cc2n2c(SCC(=O)O)nnc12)OCO3	-5	11	0.5	1.2
CCCC(C)NC(=O)c1ccc(OC)c([N+](=O)[O-])c1 (stereo not given)	11	8	0.2	-0.2
COc1ccc(NC(=O)C(C)N(c2cc(C)cc(C)c2)S(C)(=O)=O)cc1OC (stereo not given)	-2	10	0.2	-2.5
Cn1cnnc1SCC(=O)Nc1ccc([N+](=O)[O-])cn1	8	4	0.1	0.5
CCOC(=O)C1=C(C)N=c2s/c(=C\c3ccc4c(c3)OCCO4)c(=O)n2C1c1ccc(OC)c(OCC)c1 (stereo not given)	-3	13	0.4	-1.6
Cc1ccc(C(=O)NC(=S)Nc2ccc3c(c2)C(=O)N(C)C3=O)c(C)c1	2	19	0.1	-1.7
Cc1cccc(CNC(=O)c2cn(CC(C)C)cc(C(=O)N3CCCCCC3)c2=O)n1	-13	-20	-0.1	0.1
COC(=O)Cn1c(O)c(N=NC(=O)CNC(=O)c2ccc3c(c2)OCO3)c2ccccc21	-10	2	-0.1	1.7
O=C(N/N=C/c1cc(Cl)cc([N+](=O)[O-])c1O)c1cccc(Br)c1	-9	-6	0.0	-1.3
CCOc1ccccc1CN1CCC(N2CCCCCC2)CC1	3	78*	0.0	0.4
CCOc1cccc2c1OC1(C)C(C(=O)N(C)C)C2NC(=S)N1c1ccc(Cl)cc1 (stereo not given)	14	9	-0.1	0.5
O=C(NCCCN1CCN(c2ccccc2)CC1)c1nc(-c2cccnc2)no1	9	1	0.0	-2.5

Exported in CSV form: two of the compounds above
smiles,TEAD-YAP inh,MITF inh,FBW7 act,GPR151 ag
CCOc1ccccc1CN1CCC(N2CCCCCC2)CC1,3,78*,0.0,0.4
CCOc1cccc2c1OC1(C)C(C(=O)N(C)C)C2NC(=S)N1c1ccc(Cl)cc1 (stereo not given),14,9,-0.1,0.5

(further entries)
SMILES	TEAD-YAP inh	MITF inh	FBW7 act	GPR151 ag
Cc1ccc(CNC(=O)CSc2nc3n[nH]c(C)c3c(=N)n2-c2ccc(C)cc2)cc1	1	-5	-0.1	0.9
CCOc1ccc(C(=O)NC2CCCCC2)cc1Cl	-13	-2	0.1	-1.4
Cc1c(CNCCc2ccc(Cl)cc2)c(C(=O)O)c(C)n1Cc1ccccc1	-6	17	0.1	0.5
COC(=O)c1sccc1NC(=O)c1ccncc1	-6	-10	-0.2	-0.9
CCOC(=O)/C(C#N)=C\c1ccccc1[N+](=O)[O-]	4	4	-0.2	2.2
c1cc(-c2ccc3cnc(Nc4ccc(-n5cnc(N6CCOCC6)n5)cc4)nc3c2)c[nH]1	53*	6	-0.8	3.8
N#Cc1cccc(NC(=O)Cn2ncc3c2-c2ccccc2OC3)c1	4	2	0.1	0.0
C/C(=N/NC(=O)c1cccc(I)c1)c1cccc([N+](=O)[O-])c1	1	6	-0.1	2.0
COCCn1c(=NC(=O)c2ccc3ncsc3c2)sc2cc(OC)ccc21	6	-3	0.1	2.6
COC(=O)c1c(NC(=O)CCCC(=O)O)sc2c1CCC(c1ccccc1)C2 (stereo not given)	1	-6	0.0	-1.2
O=C(O)c1cccc(Nc2c([N+](=O)[O-])cncc2[N+](=O)[O-])c1	14	-7	-0.2	1.6
C=CCOc1ccc(C=Nc2ccc(OC)cc2)c(O)c1	3	-8	-0.1	-0.1
CCCNC(=O)c1ccc2c(c1)nc(C)n2-c1ccc(F)cc1F	-11	16	0.5	-1.9
O=[N+]([O-])c1ccc(S(=O)(=O)NCCc2cn3ccsc3n2)cc1	-4	-1	-0.3	-1.1
COc1ccc(Cl)cc1C(=O)NNC(=O)c1ccc(OC)c([N+](=O)[O-])c1	-2	8	0.1	0.4
COc1ccc2nc(SCC(=O)Nc3ccc4c(c3)OCCO4)[nH]c2c1	16	4	0.0	-0.7
CC1=C(C(=O)OCCc2ccccc2)C(c2cccc(Oc3ccccc3)c2)C2=C(CC(C)(C)CC2=O)N1 (stereo not given)	7	6	0.0	-0.2
Cn1c(=O)c(C(=O)Nc2nc(-c3ccccc3)cs2)c(O)c2ccccc21	-1	8	0.3	0.7
Cc1ccc(-c2nc3cc(Cl)ccc3o2)cc1NC(=O)c1ccc(I)cc1	4	-5	0.0	0.0
CCN1C(=O)c2cccc3c(N=Cc4ccncc4)ccc1c23	1	7	-0.1	0.6
COc1ccc(CCNc2nc(-c3ccc(OC)cc3)nc3c2ncn3Cc2ccc(C(F)(F)F)cc2)cc1	6	3	0.3	-1.6
CC(C)N(CCNc1nc(-c2ccc(C(N)=O)cc2)nc2c1ncn2C(C)C)C(C)C	23	-12	0.0	-0.6
CCOCCCNC(=O)CCn1c(=O)[nH]c2cc(OCC)c(OCC)cc2c1=O	3	3	0.0	-0.1
Cc1cc(=O)[nH]c(SCC(=O)Nc2ccc(C(N)=O)cc2)n1	22	-10	0.1	-1.0
CCOc1cccc(C2C(C(=O)OC)=CN(Cc3ccc(F)cc3)C=C2C(=O)OC)c1	-3	-9	0.2	-0.9
Cc1cccc(C(=O)NC(=S)Nc2ccc3oc(-c4ccncc4)nc3c2)c1	-29	10	0.6	-0.2
O=C(COc1ccc(Br)cc1)NNC(=O)c1cccs1	-13	14	0.1	0.0
CCN(CC)C(=O)CSc1nc2c(sc(=S)n2CCc2ccccc2)c(=O)n1-c1ccccc1OC	1	18	-0.1	-0.1
COC1(OC)N=C(N)C2(C#N)C(c3ccc(SC)cc3)C12C#N (stereo not given)	-12	48	-0.2	1.9
Cc1nnc2ccc(SCC(=O)NCc3csc(-c4cccs4)n3)nn12	-27	-11	-0.6	5.6*
Cc1cc(C)c2nc(Nc3nc4ccccc4c(=O)[nH]3)nc(C)c2c1	-1	5	-0.1	-0.1
CCC(C)c1ccc(S(=O)(=O)N2CC(=O)Nc3ccccc32)cc1 (stereo not given)	5	7	0.2	0.3
O=C(c1ccc(CN2CCOCC2)cc1)N1CCN(Cc2ccccc2)CC1	2	6	0.2	-1.4
COc1ccc(Cl)cc1C1=N/C(=C/c2cc(Br)cs2)C(=O)O1	7	3	-0.2	0.5
COc1cc(OC)c(NC(=O)C(C)C)cc1Cl	3	18	-0.1	4.5
NC(C(=O)N1CCN(C(=O)Nc2ccc3[nH]ncc3c2)CC1)c1ccc(Br)cc1 (stereo not given)	2	9	-0.3	0.0
CCc1ccc(C2=NC(c3cccc(F)c3)NC(c3cc(Br)ccc3O)C2)cc1 (stereo not given)	7	-1	0.0	1.2
O=C(NCCc1ccc(O)cc1)c1cnc(Nc2ccc(N3CCOCC3)cc2)s1	-6	5	0.1	2.3
CCN1C(=O)Cc2ccccc21	5	-1	0.1	6.7*
Cc1nc(Cl)c(NC(=O)CC(C)C)c(C)c1Cl	3	6	0.1	-0.1
Cc1nnc2ccc(N3CCN(S(=O)(=O)c4ccc([N+](=O)[O-])cc4)CC3)nn12	-5	18	0.6	-1.2
Cc1ccc2c(c1)CN(Cc1ncc[nH]1)CC(C)O2 (stereo not given)	1	5	-0.1	-0.8
Cc1cc(C(F)(F)F)n2ncc(C(=O)N3CCCCCC3)c2n1	-4	-7	0.1	2.8
Cc1ccc(N2C(=O)CN(S(C)(=O)=O)CC2(C)C(=O)NC2CCCCC2)cc1C (stereo not given)	1	3	-0.2	5.1*
Cc1nc(SCc2cc(=O)n3ccsc3n2)c2c3c(sc2n1)CC(C)CC3 (stereo not given)	6	15	0.1	0.4
Cc1ccc(C(C)C)c(Oc2ncnc(N)c2[N+](=O)[O-])c1	-21	-4	0.6	0.9
C=CCN=c1scc(-c2ccc(O)c(C(N)=O)c2)n1/N=C/c1ccccc1OC	-6	1	-0.2	-1.0
OCCN1CCN(Cn2c(=S)n(CN3CCN(CCO)CC3)c3ccccc32)CC1	-2	-16	-0.1	-0.4
COc1cc(-c2nc3sc4c(c3c(=O)[nH]2)CCCC4)cc(Br)c1OCc1ccccc1F	-7	-2	-0.2	2.2
C=CCN1C(=O)/C(=C/c2ccc3c(c2)n(C)c(=O)n3C)SC1=S	1	9	0.0	0.1

Remaining list, next part
SMILES	TEAD-YAP inh	MITF inh	FBW7 act	GPR151 ag
CCOC(=O)c1c(NC(=O)COc2cccc(Br)c2)sc(C(C)=O)c1C	2	11	0.4	0.1
COc1ccc(N2CCN(C3CCCN(C(=O)c4csc(SC)n4)C3)CC2)cc1 (stereo not given)	-1	5	-0.2	4.9*
CC(O)c1cccc(NC(=O)c2nn3c(c2Cl)NC(c2ccco2)CC3C(F)(F)F)c1 (stereo not given)	-12	7	0.3	0.6
O=C(c1cc(Cc2ccc(F)cc2)no1)N1CCCCC1c1nccs1 (stereo not given)	-49	-15	0.1	-0.5
COc1ccc(-n2nc(C(=O)NCC(=O)NCC3COc4ccccc4O3)c3ccccc3c2=O)cc1OC (stereo not given)	36*	-2	0.2	0.1
CCC1CN(CCNC(=O)c2ccc(C)cc2)Cc2cc(OC)ccc2O1 (stereo not given)	5	-6	-0.1	-1.0
O=C(CSc1nnnn1-c1ccc(F)cc1)NCc1ccccc1C(=O)O	-1	16	0.2	10*
C/C(CC(=O)Nc1ccc2c(c1)OCCO2)=N\NC(=O)c1ccccc1	-63	7	0.1	1.3
Cc1cccc(NC(=O)c2ccc(C(=O)Nc3cccc(C)c3)cc2)c1	-2	7	0.1	2.0

Assay outcomes as filed in PubChem.
